SRC1 inh: SRC1 coactivator transcriptional activity inhibitors, primary screen, cell-based, luminescence; HEK293 GAL4-SRC1 luciferase reporter; hit rate 0.12% among 360,000; Nuclear receptor coactivator 1 (Homo sapiens), Q15788; inhibition, % at 3.6 µM;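 active = inhibition above the campaign mean plus 3 SD, with each screening campaign given its own cutoff, cut at about 60% in these data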;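 also: 0% = DMSO treated cells and 100% = gossypol at 36 µM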
TROY NFkB inh: inhibitors of TROY-driven NF-kB signaling, primary screen, Q293 LMP1-TROYcd cells, NF-kB luciferase, uHTS. Q293 LMP1-TROYcd NF-kB luciferase reporter, 4 h. inhibition, % at 10 µM. hit rate 0.98% among 360,000. AID 1347056, 2019;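 active = compounds whose plate-normalised and pattern-corrected inhibition of the luciferase reporter signal at the single screening dose is 50% or more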
LRH-1 inv ag: LRH-1 (NR5A2) inverse agonists, primary screen, cell-based, luminescence, HEK293T, StAR-luciferase reporter. Nuclear receptor subfamily 5 group A member 2 (Homo sapiens), O00482. LRH-1 transfected, 24 h. inhibition, % at 3.6 µM. hit rate 0.13% among 360,000;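 active = inhibition above the mean inhibition of all tested compounds plus 3 SD, cut at about 73% in these data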;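 also: 0% = DMSO wells and 100% = reporter-only cells lacking LRH-1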
Target sequence (O00482 whole entry, looked up): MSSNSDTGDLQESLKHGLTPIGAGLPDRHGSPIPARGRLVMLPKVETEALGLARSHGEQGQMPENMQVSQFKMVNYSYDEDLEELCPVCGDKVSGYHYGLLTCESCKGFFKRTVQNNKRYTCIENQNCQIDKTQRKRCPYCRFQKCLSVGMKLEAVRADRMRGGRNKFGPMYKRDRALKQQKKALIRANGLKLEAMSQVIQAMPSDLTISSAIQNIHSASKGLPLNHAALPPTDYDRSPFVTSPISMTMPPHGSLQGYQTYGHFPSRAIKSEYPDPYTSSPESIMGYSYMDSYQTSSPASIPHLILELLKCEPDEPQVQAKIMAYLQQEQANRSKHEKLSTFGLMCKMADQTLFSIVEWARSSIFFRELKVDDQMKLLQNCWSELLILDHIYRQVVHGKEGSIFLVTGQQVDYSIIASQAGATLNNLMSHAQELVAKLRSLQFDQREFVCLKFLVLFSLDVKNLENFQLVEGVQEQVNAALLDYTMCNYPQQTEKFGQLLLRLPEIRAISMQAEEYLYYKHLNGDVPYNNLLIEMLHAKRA
COUP-TFII inh: NR2F2 transcriptional activity inhibitors, primary screen, cell-based, luciferase reporter, HEK293T, luminescence. hit rate 0.7% among 370,000. inhibition, % at 8.6 µM. HEK293T NGFI-A luciferase reporter. COUP transcription factor 2 (Homo sapiens), P24468;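 active = inhibition above a per-plate cutoff, mean inhibition of test wells between control levels plus 3 SD, cut at about 38% in these data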;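 also: cells cotransfected with COUP-TFII expression vector driving the NGFI-A reporter; 0% = median of COUP-TF2 test wells and 100% = reporter-only cells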
Target sequence (P24468 whole entry, looked up): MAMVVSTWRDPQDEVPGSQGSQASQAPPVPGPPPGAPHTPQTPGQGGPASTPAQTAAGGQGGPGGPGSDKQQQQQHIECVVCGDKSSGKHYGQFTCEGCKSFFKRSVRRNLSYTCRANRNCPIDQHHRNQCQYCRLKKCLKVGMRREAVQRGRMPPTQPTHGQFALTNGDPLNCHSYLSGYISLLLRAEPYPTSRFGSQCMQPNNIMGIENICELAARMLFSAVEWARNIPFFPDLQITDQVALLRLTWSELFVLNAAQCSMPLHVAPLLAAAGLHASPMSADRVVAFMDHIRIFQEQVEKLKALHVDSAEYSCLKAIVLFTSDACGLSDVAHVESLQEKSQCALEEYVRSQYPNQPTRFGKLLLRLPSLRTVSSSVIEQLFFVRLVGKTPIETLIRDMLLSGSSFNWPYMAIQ
Vif inh: HIV Vif self-association inhibitors, primary screen, imaging, HEK293T, single point; HEK293T cells, Vif self-association by quenched fluorescence, 24 h; inhibition, % at 7.49 µM; hit rate 0.35% among 340,000; AID 602346, 2012; in the data active = inhibition above about 50%, passing the limit was not always enough; also: some results filed as inactive read as strong as hits
EBV LMP1 NFkB: EBV LMP1-driven NF-kappaB luciferase reporter inhibitors, primary screen, cell-based, luminescence, single point | LMP1-induced NF-kappaB luciferase reporter cells | inhibition, % at 12.5 µM | hit rate 0.69% among 350,000 | AID 504558, 2011; in the data active = inhibition above about 41%;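 also: 0% = neutral control wells and 100% = reference inhibitor control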
NCOA2 inhibitor: inhibition of GAL4-SRC2 driven luciferase reporter, primary screen, SRC2 inhibitor project, cell-based, luminescence; AID 651957, 2012; inhibition, % at 9 µM; Nuclear receptor coactivator 2 (Homo sapiens), Q15596; HEK293 GAL4-SRC2 luciferase reporter; hit rate 0.17% among 370,000;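 active = inhibition above the mean inhibition of all tested compounds plus 3 SD, set per campaign, cut at about 52% in these data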;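 also: 0% = DMSO treated cells and 100% = cells given Gossypol at 36 µM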
NOD2 RIPK2 PPI: NOD2-RIPK2 binding disruptors in cells, primary screen, fluorescence, CHO cells, BLA complementation; CCF4 ratio; inhibition, % at 4.98 µM; hit rate 0.38% among 360,000; in the data active = inhibition above about 21%;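 also: 0% = vehicle only and 100% = reference blocker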
TLR9-MyD88 inh: inhibitors of TLR9-MyD88 association in cells, primary screen, cell-based, CHO, BLA complementation, fluorescence | Toll-like receptor 9 (Homo sapiens) + Myeloid differentiation primary response protein … | CCF4 FRET ratio | inhibition, % at 4.98 µM | hit rate 0.21% among 340,000;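 active = inhibition above the mean over all tested compounds plus 3 SD, cut at about 21% in these data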;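 also: 0% = DMSO only wells and 100% = clavulanate BLA inhibitor control wells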
TRAIL sens C8: viability loss with TRAIL in NB7+C8 cells, primary screen, TRAIL sensitizer project, cell-based, ATPlite luminescence. inhibition (viability loss, TRAIL sensitization), % at 10 µM. hit rate 1% among 360,000;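 active = compounds causing at least 50% loss of cell viability in the single-dose screen, relative to plate controls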
NCOA3 inh: SRC3 coactivator transcriptional activity inhibitors, primary screen, cell-based, luminescence. Nuclear receptor coactivator 3 (Homo sapiens), Q9Y6Q9. HEK293 GAL4-SRC3 luciferase reporter. inhibition, % at 3.6 µM. hit rate 0.17% among 360,000. AID 588352, 2011;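 active = inhibition above a per-campaign cutoff, the mean of all compounds plus 3 SD, cut at about 60% in these data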;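 also: 0% = DMSO-treated cells and 100% = gossypol-treated cells at 36 µM; higher means less SRC3-driven luciferase light from the GAL4 reporter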
* hit, by the source's call; . = not tested or not shown. Some of the compounds tested; the hit share may differ from the screen's.

SMILES | SRC1 inh | TROY NFkB inh | LRH-1 inv ag | COUP-TFII inh | Vif inh | EBV LMP1 NFkB | NCOA2 inhibitor | NOD2 RIPK2 PPI | TLR9-MyD88 inh | TRAIL sens C8 | NCOA3 inh
C=CC[C@@H](CC(=O)N(CCO)Cc1ccccc1)C(=O)N[C@H](C)COC(=O)[C@@H](CC=C)Cc1ccc(F)cc1 | 4 | 26 | -3 | 6 | -5 | -6 | -17 | -3 | -4 | 2 | -5
Cc1ccccc1OCc1nnc(SCc2cc(=O)[nH]c3ccccc23)o1 | 6 | 11 | 22 | 11 | -5 | -1 | -21 | 0 | -6 | -5 | 0
S=C(NCCc1ccccc1)NCc1ccccc1Cl | -30 | -65 | 4 | 5 | 2 | -13 | -20 | -2 | -3 | -2 | 6
CCc1ccc(OCC(=O)Nc2ccc(-c3nc4ccccc4o3)c(O)c2)cc1 | -38 | -58 | -44 | 6 | 1 | -49 | 2 | -5 | -7 | -1 | -2
Cc1ccc(C(C(=O)NCC2CCCO2)N(C(=O)c2snc(C(N)=O)c2N)c2ccccc2F)o1 (stereo not drawn) | -7 | -36 | -14 | 0 | -2 | -11 | 11 | -6 | -2 | -6 | -3
O=c1[nH]c(=S)[nH]cc1Oc1ccc(Cl)cc1 | -1 | 7 | -8 | -6 | 1 | -1 | -33 | -2 | -3 | -5 | -22
Cc1cccc(N(CC(=O)Nc2ccc(-c3nc4ccc(C)cc4s3)cc2)S(C)(=O)=O)c1 | -54 | -51 | -134 | -20 | . | -37 | -56 | -10 | -7 | 21 | -71
Cc1ccc(C(NC(N)=O)c2ccccc2)cc1 (stereo not drawn) | 7 | 13 | -7 | -5 | . | -5 | -25 | -13 | -10 | 2 | 22
CSc1ccccc1NC(=O)CN1CCCCC1 | 7 | -13 | -9 | -20 | 10 | 4 | 4 | -3 | -2 | -2 | 6
O=C(CCCc1c[nH]c2ccccc12)N1CCCCCC1 | -51 | -11 | -33 | -23 | -15 | -16 | -27 | 10 | 7 | 0 | -32
Cc1cc2nc3c(nc2cc1C)CCCC3 | -23 | -22 | -63 | -40 | 8 | -31 | -43 | 0 | -11 | 0 | -27
CN(C(=O)c1cccc(NC(=O)Cc2cccc([N+](=O)[O-])c2)c1)C1CCCCC1 | -5 | 28 | 7 | 38* | 0 | 6 | 29 | -3 | -4 | -4 | 12
CCOc1cc(C(=O)OC(C)C(=O)Nc2ccc(S(N)(=O)=O)cc2)ccc1OCC(=O)N1CCOCC1 (stereo not drawn) | -22 | -3 | -9 | -7 | -15 | 4 | -17 | 0 | -1 | 1 | -3
CN(Cc1c(C(=O)N/N=C/c2ccccc2O)nnn1-c1nonc1N)C1CCCCC1 | 29 | 3 | -14 | 18 | 11 | 27 | 17 | -3 | -3 | 25 | 59
COc1ccc(C)cc1NS(=O)(=O)c1ccc2c(c1)oc(=O)n2C | 9 | 10 | 7 | -8 | 4 | 6 | 7 | -9 | -7 | -18 | -6
O=C1CC(SCc2nc3ccccc3[nH]2)C(=O)N1c1cccc(F)c1 (stereo not drawn) | -9 | -25 | -6 | -13 | . | -7 | -14 | -10 | -1 | -2 | -7
COc1ccc2c(c1)CCC/C2=N\Nc1nc(C(=O)NN)cs1 | -91 | -7 | -97 | -45 | -2 | . | -40 | -8 | . | 1 | -58
C=CCn1c(Oc2cc(C)ccc2C)nc2c1c(=O)n(C)c(=O)n2C | -15 | 5 | -9 | 2 | -5 | 5 | 16 | 0 | 2 | 13 | 22
O=C1c2ccccc2NC(c2ccc(-c3cccc(Cl)c3)o2)N1O (stereo not drawn) | -103 | -60 | -99 | -25 | 2 | -88 | -36 | 4 | 14 | 36 | -67
Cc1nc2ccccc2c(=O)n1/N=C/c1ccc(O)c(O)c1O | -21 | -6 | -11 | 10 | -2 | -11 | -44 | -18 | -1 | 3 | -26
COC(=O)C(OC(=O)c1ccc(OC)cc1)C(=O)OC | -2 | -21 | -1 | 13 | 12 | -3 | -3 | -12 | 8 | -8 | 2
Cc1sc2nc(CSc3ccccc3)nc(N3CCC(C(N)=O)CC3)c2c1C | -4 | 13 | 3 | -7 | -17 | -9 | -6 | 0 | 11 | -7 | 4
C=CCCC(=O)N(C)CCO | -4 | -7 | 16 | 1 | . | -3 | 2 | -7 | -8 | -1 | -1
C=CCn1c(=O)c2ccccc2n2c(SCC(=O)NCCc3ccccc3)nnc12 | 11 | -2 | 11 | 3 | -7 | -8 | 2 | 2 | 6 | 4 | 8
CC12CCC(C(=O)NCc3ccc4c(c3)OCO4)(CC1=O)C2(C)C (stereo not drawn) | -14 | 6 | 0 | -21 | 5 | -2 | 1 | 1 | -8 | -8 | -29
COCCn1c(SCC(=O)Nc2cc(C)on2)nnc1-c1ccco1 | -3 | -23 | -8 | 9 | 10 | 0 | -35 | 3 | 0 | 0 | 2
CC(=O)Nc1ccc(S(=O)(=O)Nc2cccc(NC(=O)c3ccco3)c2)cc1 | 11 | 11 | -6 | -3 | -4 | 4 | 7 | -7 | 7 | 0 | -5
COc1cc(C(=O)NN2C(=O)NC3(CCC(C)CC3)C2=O)ccc1OC(F)F (stereo not drawn) | 4 | -2 | -3 | -4 | 9 | -6 | 7 | -12 | -3 | -11 | 10
COC(=O)Cc1cc(=O)n2[nH]cnc2n1 | -16 | -10 | 1 | 11 | 19 | -2 | -13 | 4 | -4 | 16 | -3
C#CCOCCOCCOCCNc1nc(N2CCN(C(=O)[C@H](CCCCN)n3cc(CCCC)nn3)CC2)nc(N2CCN(C(=O)[C@H](Cc3ccc(O)cc3)n3cc(CCO)nn3)CC2)n1 | -5 | 11 | 9 | . | 0 | -1 | . | -13 | 6 | 6 | -7
COc1ccccc1C(=O)Nc1ccc(C(=O)c2ccccc2)cc1 | -39 | -24 | 8 | 2 | 13 | -6 | -32 | -15 | 1 | -2 | 1
COC(=O)c1cc(NC(=O)CN(c2ccc3c(c2)OCO3)S(C)(=O)=O)ccc1Cl | -9 | . | -6 | -2 | -3 | 8 | 0 | -3 | -6 | 6 | -3
Nc1ccn([C@@H]2O[C@H](CNCc3cnc(N4CCOCC4)s3)[C@@H](O)[C@H]2O)c(=O)n1 | 5 | -3 | -16 | 6 | -2 | 0 | -11 | -7 | 1 | -10 | -5
CCc1ccc([C@@H]2C[C@H]3[C@@H](CN2S(=O)(=O)c2ccc(C)cc2)C(=O)C[C@@H](c2ccc(Cl)cc2)N3S(=O)(=O)c2ccc(C)cc2)cc1 | 8 | 8 | 10 | 0 | . | . | 12 | -2 | . | -3 | 5
C#CCN(Cc1ccco1)C(=O)c1cc(COc2ccc(F)cc2Cl)on1 | -6 | -41 | -8 | 2 | -4 | 2 | -18 | -11 | -2 | -8 | 16
COc1ccc(-c2nn(-c3ccccc3)cc2/C=C/C(=O)NCCCn2ccnc2)cc1OC | 15 | 6 | 15 | 9 | -1 | 5 | -5 | -1 | 6 | -9 | 8
CCc1c(C)nc(SCC(=O)c2cccs2)c(C#N)c1C | -87 | -19 | -117 | -17 | . | -61 | -65 | -7 | 8 | 33 | -77
CCOC(=O)Cc1csc(NC(=O)CSc2nnc(C3CC3)n2C)n1 | -9 | -16 | -1 | -16 | -4 | -5 | -2 | 0 | 9 | 7 | -39
CC1Cc2ccccc2C(=O)N1 (stereo not drawn) | -11 | -16 | -21 | -20 | 4 | 1 | -50 | -4 | 2 | -11 | 6
CCOc1cc(/C=C2/N=C(C)C(C(=O)OC)=C2O)ccc1O | -9 | -23 | -6 | 3 | -1 | 9 | 0 | 4 | 7 | -8 | -5
CCC(C)NC(=O)CN(C1CCCCC1)S(=O)(=O)c1ccc(F)cc1 (stereo not drawn) | -8 | -12 | 11 | 7 | -6 | -7 | 3 | -1 | 4 | -2 | 12
Nc1cc(OC(=O)c2c(F)cccc2Cl)nn1S(=O)(=O)c1ccccc1 | 6 | 34 | 2 | -7 | -6 | -4 | 7 | 3 | 0 | 19 | -4
CC(=O)Cc1nsc(Nc2ccc3c(c2)OCCO3)n1 | -94 | -31 | -172 | -26 | -8 | -5 | -47 | -9 | 3 | 2 | -74
CC(=O)Nc1cccc(-c2ccnc3c2CC(C)(C(=O)Nc2cccc(OC(F)(F)F)c2)O3)c1 (stereo not drawn) | -11 | 42 | 2 | -13 | 10 | . | -5 | 3 | . | 16 | 1
Cc1nnc(Nc2ccc(C(=O)N3CCOCC3)cc2)c2ccccc12 | -14 | -1 | -6 | 1 | 28 | 4 | -16 | -13 | 8 | 5 | -27
O=C(NNC(=O)c1cccs1)c1ccc(Cl)nc1 | -8 | -4 | 21 | -15 | -1 | 3 | 2 | -10 | -10 | -7 | 5
O=C(/C=C/c1cccnc1)c1ccc(NC(=O)c2cccc(Br)c2)cc1 | -21 | -10 | -17 | -16 | 1 | -2 | -19 | 15 | 0 | -7 | -31
CCOC(=O)c1cccc(NC(=O)c2cc3sccc3n2C)c1 | -74 | -7 | -156 | -36 | -6 | 3 | -46 | -6 | -1 | 15 | -105
COc1cc(C(=O)NCc2nnc(SCC(=O)Nc3nc4ccc(C)cc4s3)o2)cc(OC)c1OC | -14 | -11 | -52 | -8 | 0 | -10 | -42 | -20 | -2 | 3 | -21
O=C(Nc1ccc(Cl)cc1)C1CCCN(C2=NS(=O)(=O)c3ccccc32)C1 (stereo not drawn) | -17 | -2 | -3 | -18 | -1 | -6 | 20 | -7 | -6 | 13 | -4
N#Cc1ccc(-c2ccc(C3Nc4ccccc4C(=O)N3O)o2)cc1 (stereo not drawn) | 10 | -37 | -51 | -1 | 3 | 0 | -30 | -3 | 0 | 23 | -41
CCOC(=O)c1c(C)c(C(=O)NCc2ccc3c(c2)OCO3)c(C)n1C | -9 | 9 | 17 | 12 | 1 | -3 | -4 | 1 | 4 | -12 | 16
CCOc1ccccc1C1C(C#N)=C(N)Oc2n[nH]c(CC)c21 (stereo not drawn) | 6 | -4 | -17 | 10 | -3 | -2 | 0 | -5 | -1 | -26 | -6
COc1ccc(C2C(C(=O)c3ccco3)=C(O)C(=O)N2c2nnc(C)s2)cc1 (stereo not drawn) | -32 | -42 | -26 | 4 | 2 | -1 | -9 | 1 | 4 | -7 | -8

Assay outcomes (PubChem)
